Source: PubChem BioAssay (several laboratories)
TR-FRET SRC-2 ct: flags TR-FRET format artefacts in PPARgamma SRC-2 recruitment agonist screen; TR-FRET artefact counter-screen; hits give high values; TR-FRET ratio at 8 µM; 200,000 compounds, 0.4% hits; AID 1049; in the data active = TR-FRET ratio above about 2000; note: inactives centre near 1500
STAT3 blocker: inhibitors of IL-6 induced STAT3 signaling. U3A cells, IL-6 STAT3-luciferase reporter, luminescence; host cell line lacks STAT1. inhibition, % at 5.5 µM. 190,000 compounds, 0.89% hits;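 active = inhibition above the mean inhibition across all screened compounds plus 3 SD, cut at about 44% in these data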;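 note: 0% = DMSO only wells and 100% = 100 µM nifuroxazide control wells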
TNAP act hi DEA: TNAP (human) activation, high acceptor | 200,000 tested, under 10 active | purified TNAP, CDP-star luminescence, 1 M DEA, 30 min; hits give high values; 0 = EDTA background, 1 = DMSO-only activity | AID 1136 | activation factor at 20 µM;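 active = activation factor at least 2 at 20 µM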
Target sequence (P05186 whole entry, looked up): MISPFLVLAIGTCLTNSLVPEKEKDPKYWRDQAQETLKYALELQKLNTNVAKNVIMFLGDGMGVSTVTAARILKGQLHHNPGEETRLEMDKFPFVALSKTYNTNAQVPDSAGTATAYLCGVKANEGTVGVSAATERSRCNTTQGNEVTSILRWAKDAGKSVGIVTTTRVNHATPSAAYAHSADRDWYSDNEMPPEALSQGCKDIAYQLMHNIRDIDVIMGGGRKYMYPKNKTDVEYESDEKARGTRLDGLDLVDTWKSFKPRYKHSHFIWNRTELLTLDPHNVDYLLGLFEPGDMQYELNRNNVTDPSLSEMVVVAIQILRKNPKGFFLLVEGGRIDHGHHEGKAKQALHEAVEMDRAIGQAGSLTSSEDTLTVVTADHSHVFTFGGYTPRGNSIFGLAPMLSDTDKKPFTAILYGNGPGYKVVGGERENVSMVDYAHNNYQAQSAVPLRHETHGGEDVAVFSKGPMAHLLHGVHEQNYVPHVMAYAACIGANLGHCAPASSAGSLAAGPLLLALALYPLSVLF
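Assay system: human TNAP; Input: enzyme diluted 1/800 final; Reagent: CDP-star luminogenic substrate at 100 µM final; Timing: 30 min, room temperature; Signal: luminescence; Evaluation: TNAP activation factor scaled between EDTA and DMSO control wells.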
bIAP activator: intestinal alkaline phosphatase (bovine) activation | purified bovine IAP, CDP-star luminescence, 30 min; hits give high values; fold of DMSO-control signal, blank-subtracted | activation factor at 20 µM | 200,000 compounds, 0.17% hits;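 active = activation factor of 2 or more at 20 µM, a signal rise over negative controls twice the positive control's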
PPARg SRC1 recr: agonists of human PPARgamma SRC-1 coactivator recruitment; PPARgamma-SRC-1 coactivator recruitment biochemical assay; P37231; 200,000 compounds, 0.41% hits; AID 631; activation, % at 8 µM; in the data active = activation above about 19%;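 note: 0% = DMSO and 100% = reference agonist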
bIAP inhibitor: blocks bovine intestinal alkaline phosphatase activity; purified bovine IAP, CDP-star luminescence, 30 min; inhibition, % at 20 µM; 190,000 tested, under 10 active;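 active = over 50% inhibition of intestinal alkaline phosphatase at 20 µM in the single-dose screen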
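System: Purified bovine intestinal alkaline phosphatase (IAP) enzyme | Input: IAP diluted 1/65,000,000 in the well | Also added: CDP-star chemiluminescent phosphatase substrate, 30 µM final | Dosing: 20 µM single dose | Times: Enzyme reaction for 30 min at room temperature | Detection: Luminescence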
PPARg SRC2 recr: PPARgamma-driven SRC-2 recruitment agonism | P37231 | PPARgamma LBD-SRC-2 recruitment, biochemical | activation, % at 8 µM | 200,000 compounds, 0.34% hits | AID 1032; in the data active = activation above about 22%;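 note: 0% = vehicle and 100% = reference agonist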
STAT3 act: activators of IL-6 induced STAT3 signaling | U3A cells, IL-6 STAT3-luciferase reporter, luminescence; 100% = signal with IL-6 EC80 alone | activation (% of control), % at 5.6 µM | 190,000 compounds, 0.91% hits | AID 871;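 active = activation above the screen-wide mean of compound activation plus 3 SD, cut at about 130% in these data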;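 note: 0% = background luminescence of wells with medium and substrate only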
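Material: human U3A cells carrying STAT3-luciferase construct. Measured by: reporter luminescence signal. Timing: compound 1 h, then IL-6 6 h at 37 °C.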
STAT1 inh: reduces IFN-gamma driven STAT1 reporter signal | 200,000 compounds, 0.35% hits | AID 920 | NIH 3T3 STAT1-luciferase reporter, luminescence | inhibition, % at 5.5 µM;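 active = inhibition above a set limit, the mean inhibition across all tested compounds plus 3 SD, cut at about 34% in these data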;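 note: 0% = IFN-gamma with DMSO and 100% = IFN-gamma with 300 µM nifuroxazide; values of inactives mirror those of a sister screen read the other way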
PPARg SRC3 recr: promotes SRC-3 coactivator recruitment by human PPARgamma. 200,000 compounds, 0.26% hits. AID 731. P37231. biochemical PPARgamma/SRC-3 coactivator recruitment assay. activation, % at 8 µM; in the data active = activation above about 23%;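 note: 0% = DMSO and 100% = reference agonist; some compounds past the cut are filed as inactive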
ROMK primary: human ROMK K+ channel modulation, primary screen; P48048; Tet-inducible ROMK, thallium flux fluorescence; actives lie on both sides; B-score at 10 µM; 130,000 compounds, 2% hits; AID 1918;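 active = signal ratio slope over the read window, or its plate-corrected B-score, at least 3 SD from the plate mean, either direction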;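 note: B-score of the F/F0 ratio slope over 7 to 12 s after thallium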
Target sequence (P48048 whole entry, looked up): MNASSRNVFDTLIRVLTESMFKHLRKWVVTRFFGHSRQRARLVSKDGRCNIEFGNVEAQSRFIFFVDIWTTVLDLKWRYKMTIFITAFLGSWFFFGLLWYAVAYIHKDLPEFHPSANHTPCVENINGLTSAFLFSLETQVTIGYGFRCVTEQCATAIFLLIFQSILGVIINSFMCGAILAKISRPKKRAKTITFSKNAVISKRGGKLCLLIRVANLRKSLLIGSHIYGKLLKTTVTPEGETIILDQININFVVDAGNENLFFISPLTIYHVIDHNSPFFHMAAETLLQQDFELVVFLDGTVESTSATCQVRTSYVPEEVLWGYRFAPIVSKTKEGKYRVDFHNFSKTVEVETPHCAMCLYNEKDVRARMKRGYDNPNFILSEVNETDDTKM
* hit, by the source's call; · = not tested or not shown.

SMILES	TR-FRET SRC-2 ct	STAT3 blocker	TNAP act hi DEA	bIAP activator	PPARg SRC1 recr	bIAP inhibitor	PPARg SRC2 recr	STAT3 act	STAT1 inh	PPARg SRC3 recr	ROMK primary
CCN(CC)CCCNC(=O)CN1C(=O)CSc2ccc(S(=O)(=O)N3CCOCC3)cc21	1716	-6	1	1	10	-2	-1	109	-1	0	-0.49
CCOC(=O)C1=NOC(CNC(=O)C2=NOC(CNC(=O)c3c(-c4ccccc4Cl)noc3C)C2)C1 (centres undefined)	1492	-7	1	1.1	-6	-9	-5	111	2	-4	·
Cc1cccc(N2CC(c3nc4ccccc4[nH]3)CC2=O)c1 (centres undefined)	1476	7	1	1.1	-1	-8	6	94	1	-1	·
Cc1[nH]n(-c2ccccc2)c(=O)c1C(=O)c1cccc(F)c1	1410	-3	1.1	1	2	-3	2	107	-7	-3	0.12
COc1ccccc1N1CCN(CC(=O)c2c(C)[nH]c3cc(C)ccc23)CC1	1468	8	1.1	1.1	-6	-6	-6	97	11	3	·
CC(C)Cc1cc(C(=O)NCCCN2CCOCC2)no1	1640	·	1.1	1.2	13	-17	10	·	-10	7	·
COc1ccc(/C=N/OCC(=O)NC(c2ccccc2)c2ccccc2)c(OC)c1	1836	-12	1.1	0.6	8	40	20	107	11	10	1.3
Cc1ccc(C)c(NC(=S)NC(C)C(c2ccccc2)N2CCN(C)CC2)c1 (centres undefined)	1360	0	1.1	1	-8	3	-5	100	5	1	·
CCC(C(=O)OCC(=O)Nc1cc(Cl)ccc1Cl)c1ccccc1 (centres undefined)	1519	-9	1	1.1	-9	-8	-10	107	-4	-1	·
O=C(c1ccccc1F)N(Cc1ccc(F)cc1)C1CCS(=O)(=O)C1 (centres undefined)	1579	7	1	1	3	-1	10	99	1	9	·
O=C(NCc1ccc2c(c1)OCO2)C1CCC(CNc2c(N3CCCCC3)c(=O)c2=O)CC1 (centres undefined)	1544	0	1	1	-7	-3	8	105	2	5	·
O=C(COC(=O)c1cccc([N+](=O)[O-])c1)NCc1cccs1	1491	-4	1	1.1	0	-6	12	103	-5	0	-0.033
COc1ccc(C(=O)NN)cc1COc1ccc(Br)cc1	1381	-12	1	0.9	-2	6	1	110	0	0	·
C#Cc1ccc([C@@H]2C=C(C(=O)NCc3ccccc3)O[C@H](OCC)[C@H]2CCCO)cc1	1560	·	1	1.1	1	-13	-1	·	11	-2	·
Cc1cc(C)c(S(=O)(=O)Nc2cccnc2)c(C)c1	1558	13	1	1	2	-4	4	95	11	-2	·
O=C1C(C=NCc2cccnc2)=C(O)c2ccccc21	1619	1	1.1	1	6	2	4	103	-33	-1	-0.59
COCCNC(=O)Nc1ccc2c(c1)N(C)C(=O)c1ccccc1S2	1569	-11	1.1	1.3	4	-30	1	111	-6	5	1.1
O=S1(=O)CCN2N=C(C3CC3)SC2=N1	1879	7	1.1	1	3	-5	-1	99	2	1	-0.62
Cc1cccc(N=C2Sc3nc4c(C)c(C)ccc4cc3CN2CCN2CCOCC2)c1	1384	10	0.9	1	2	-1	-1	97	-1	-16	1.4
CC(=O)Nc1ccc(C(=O)n2nc(C)cc2C)cc1	1408	11	1.1	1	2	-4	8	96	-6	-4	-0.42
CCOC(=O)C1CCN(C(=O)C(C)Sc2ccc(Cl)cc2)CC1 (centres undefined)	1641	12	1	1.3	4	-29	4	91	6	0	·
O=C(CSc1nnnn1-c1ccccc1Cl)Nc1ccc2c(c1)OCCO2	1644	22	1	0.8	0	18	0	86	-5	2	·
CC(C)CNC(=S)NC1CC2CCCC(C1)N2Cc1ccco1 (centres undefined)	1512	0	1	1	10	5	11	104	12	6	·
O=C(COc1ccc(S(=O)(=O)NC2CCCCC2)cc1)N1CCN(c2cccc(Cl)c2)CC1	1451	26	1	0.9	3	6	-2	83	8	-9	·
CCOC(=O)C1CCN(C(=O)CN(c2ccc(OC)c(OC)c2)S(=O)(=O)c2ccccc2)CC1	1451	14	1	1	3	3	1	93	5	1	·
COc1ccc(OC)c(N=C(C)C2=C(O)COC2=O)c1	1603	5	1.1	0.8	8	16	11	101	1	4	0.47
O=C(Cc1ccsc1)N1CCc2c([nH]c3ccccc23)C1c1ccccn1 (centres undefined)	1594	7	1	1	5	3	-1	98	11	2	·
c1ccc(C2=Nn3c(nnc3-c3cccnc3)SC2)cc1	1362	19	1	1	2	3	-1	91	0	1	·
CN(CCC1CCCCO1)Cc1cn(C)nc1-c1ccc2c(c1)OCCO2 (centres undefined)	1394	3	1.1	1.2	-3	-18	0	99	-2	-3	0.019
CN(C)c1ccc(NC(=O)c2cc3c(=O)n4ccccc4nc3n2C)cc1	1445	26	·	·	0	·	6	80	-13	6	·
Cc1ccc(NC(=S)N(CCN2CCCCC2)Cc2ccco2)cc1	1419	-10	1	1	-5	-2	-7	112	2	-4	-1.2
CC(=O)N(CCCN1CCOCC1)Cc1ccncc1	1444	-2	1	0.9	-3	12	3	103	-6	8	·
O=C(N/N=C\c1cc(Br)cs1)C1COc2ccccc2O1 (centres undefined)	1672	18	1	1.1	-4	-7	3	88	10	0	·
COc1ccc(C2C(C#N)=C(/N=C/N3CCOCC3)OC3=C2C(=O)CC(C)(C)C3)cc1OC (centres undefined)	1571	3	1	1	8	-3	12	104	4	6	·
O=C(c1ccc2c(c1)OCO2)N1CCOCC1	1439	1	1.1	0.9	1	10	10	100	-3	-10	0.48
CCn1cc(C2=NOC(C(=O)Nc3cccc(C(C)=O)c3)C2)c(C)n1 (centres undefined)	1645	41	1	0.9	5	11	9	70	11	12	·

Nothing new here: an excerpt of the list.
SMILES	TR-FRET SRC-2 ct	STAT3 blocker	TNAP act hi DEA	bIAP activator	PPARg SRC1 recr	bIAP inhibitor	PPARg SRC2 recr	STAT3 act	STAT1 inh	PPARg SRC3 recr	ROMK primary
CCN(CC)CCCNC(=O)CN1C(=O)CSc2ccc(S(=O)(=O)N3CCOCC3)cc21	1716	-6	1	1	10	-2	-1	109	-1	0	-0.49
CCOC(=O)C1=NOC(CNC(=O)C2=NOC(CNC(=O)c3c(-c4ccccc4Cl)noc3C)C2)C1 (centres undefined)	1492	-7	1	1.1	-6	-9	-5	111	2	-4	·
Cc1cccc(N2CC(c3nc4ccccc4[nH]3)CC2=O)c1 (centres undefined)	1476	7	1	1.1	-1	-8	6	94	1	-1	·
Cc1[nH]n(-c2ccccc2)c(=O)c1C(=O)c1cccc(F)c1	1410	-3	1.1	1	2	-3	2	107	-7	-3	0.12
COc1ccccc1N1CCN(CC(=O)c2c(C)[nH]c3cc(C)ccc23)CC1	1468	8	1.1	1.1	-6	-6	-6	97	11	3	·
CC(C)Cc1cc(C(=O)NCCCN2CCOCC2)no1	1640	·	1.1	1.2	13	-17	10	·	-10	7	·
COc1ccc(/C=N/OCC(=O)NC(c2ccccc2)c2ccccc2)c(OC)c1	1836	-12	1.1	0.6	8	40	20	107	11	10	1.3
Cc1ccc(C)c(NC(=S)NC(C)C(c2ccccc2)N2CCN(C)CC2)c1 (centres undefined)	1360	0	1.1	1	-8	3	-5	100	5	1	·
CCC(C(=O)OCC(=O)Nc1cc(Cl)ccc1Cl)c1ccccc1 (centres undefined)	1519	-9	1	1.1	-9	-8	-10	107	-4	-1	·
O=C(c1ccccc1F)N(Cc1ccc(F)cc1)C1CCS(=O)(=O)C1 (centres undefined)	1579	7	1	1	3	-1	10	99	1	9	·
O=C(NCc1ccc2c(c1)OCO2)C1CCC(CNc2c(N3CCCCC3)c(=O)c2=O)CC1 (centres undefined)	1544	0	1	1	-7	-3	8	105	2	5	·
O=C(COC(=O)c1cccc([N+](=O)[O-])c1)NCc1cccs1	1491	-4	1	1.1	0	-6	12	103	-5	0	-0.033
COc1ccc(C(=O)NN)cc1COc1ccc(Br)cc1	1381	-12	1	0.9	-2	6	1	110	0	0	·
C#Cc1ccc([C@@H]2C=C(C(=O)NCc3ccccc3)O[C@H](OCC)[C@H]2CCCO)cc1	1560	·	1	1.1	1	-13	-1	·	11	-2	·

Next part.
SMILES	TR-FRET SRC-2 ct	STAT3 blocker	TNAP act hi DEA	bIAP activator	PPARg SRC1 recr	bIAP inhibitor	PPARg SRC2 recr	STAT3 act	STAT1 inh	PPARg SRC3 recr	ROMK primary
CCCc1cc(=O)[nH]c(SCC(=O)Nc2c(C)cccc2C)n1	1568	6	1	1	-4	4	-2	100	-2	1	0.048
Nc1nc(-c2ccccc2)c(N=Nc2ccc(Cl)cc2)s1	1645	-26	0.6	0.8	-4	18	5	117	17	9	·
CN(C)C(CNC(=O)CN1C(=O)NC2(CCc3ccccc32)C1=O)c1ccco1 (centres undefined)	1688	-1	1	1	-4	-4	3	104	-3	-3	·
CCc1cccc2c(C(=O)COC(=O)/C=C/c3ccc(O)c(OC)c3)c[nH]c12	1705	9	1	0.9	8	10	6	95	-7	1	·
COc1ccc(N2C(S)=C(C#N)C(=O)NC2c2ccc(OC)c(OC)c2)cc1 (centres undefined)	1468	2	1	0.9	-4	8	10	102	-1	5	0.042
COC(=O)c1[nH]c2cccc(Cl)c2c1NC(=O)CN1CCN(CCO)CC1	1479	-5	1.1	1.1	1	-12	2	108	7	-8	0.0061
COc1ccc(C2SCCN2S(=O)(=O)c2ccc(NC(C)=O)cc2)cc1 (centres undefined)	1502	11	1	1	5	3	4	96	1	1	-0.093
COCCN1CCN(Cc2cn[nH]c2-c2cc3ccccc3o2)CC1	1422	7	1	1	4	-5	10	99	-1	-1	-0.071
O=C(CCC(=O)c1cccs1)OCC(=O)N1CCN(S(=O)(=O)c2ccccc2)CC1	1671	2	1.1	1	8	-1	7	102	6	0	·
CCc1ccc2[nH]c(=O)c(CN(Cc3ccccc3)C(=O)Nc3ccccc3OC)cc2c1	1434	10	1	0.7	1	28	8	98	1	-10	-0.02
Cc1ccnc(NS(=O)(=O)c2ccc(NC(=O)CCS(=O)(=O)c3ccccc3)cc2)n1	1776	1	1.1	1.1	6	-10	12	103	-4	4	-0.17
N#CCCn1cnc2ccccc21	1529	-5	1	1	2	0	6	107	-5	7	0.57
Nc1ncnc(Nc2ccc(F)cc2)n1	1642	10	1	0.9	0	12	-2	93	-7	3	·
CC(C)(C)NC(=O)C(c1cccs1)N(C(=O)c1csnn1)c1ccccc1F (centres undefined)	1714	3	1	1	-3	0	0	102	-1	1	-0.17
Cc1ccccc1C(=O)OCc1cnc(Cl)s1	1458	18	1.1	0.9	-11	10	-2	88	-6	0	-1.3
CC1CCCCN1S(=O)(=O)c1ccc(C(=O)Nc2ccccc2-c2nc3ccccc3[nH]2)cc1 (centres undefined)	1618	5	1	0.9	2	14	7	99	7	1	-0.32

Compounds as they come. About 3.7% of those tested had a hit in this group.
